FBW7 activator: activators of human E3 ligase FBW7. Q969H0. AlphaScreen FBW7–phospho-cyclin E peptide binding, activator screen. normalized activity (activation), % at 26.1 µM. 0.13% of 650,000 active. AID 1259310; in the data active = normalized activity above about 1.9%;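 note: purified mutant Fbw7 with reduced substrate affinity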
Target sequence (Q969H0 whole entry, looked up): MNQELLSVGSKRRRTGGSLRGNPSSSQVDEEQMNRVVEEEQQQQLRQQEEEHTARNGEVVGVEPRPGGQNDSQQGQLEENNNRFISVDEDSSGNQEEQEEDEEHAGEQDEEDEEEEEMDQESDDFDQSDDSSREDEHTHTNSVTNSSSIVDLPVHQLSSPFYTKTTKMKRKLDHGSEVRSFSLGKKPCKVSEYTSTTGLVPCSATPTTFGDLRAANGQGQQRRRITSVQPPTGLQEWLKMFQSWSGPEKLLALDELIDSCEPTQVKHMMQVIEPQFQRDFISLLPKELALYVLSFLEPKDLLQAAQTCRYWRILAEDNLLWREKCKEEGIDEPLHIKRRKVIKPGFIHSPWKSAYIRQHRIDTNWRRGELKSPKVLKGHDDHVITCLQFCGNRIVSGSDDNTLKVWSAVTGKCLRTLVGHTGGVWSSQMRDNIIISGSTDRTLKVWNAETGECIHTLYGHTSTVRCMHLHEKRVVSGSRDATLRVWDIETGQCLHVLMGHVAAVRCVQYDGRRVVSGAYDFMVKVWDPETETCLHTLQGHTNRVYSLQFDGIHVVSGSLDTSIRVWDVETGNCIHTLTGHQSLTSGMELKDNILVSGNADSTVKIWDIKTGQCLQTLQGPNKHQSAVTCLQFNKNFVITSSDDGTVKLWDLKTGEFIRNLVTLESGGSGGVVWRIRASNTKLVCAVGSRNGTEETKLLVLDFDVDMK
TEAD-YAP inh: TEAD-YAP interaction inhibition. HEK-TIYL cells, TEAD-Gal4/YAP UAS-luciferase luminescence. AID 1259422. inhibition, % at 9.12 µM. 1.4% of 640,000 active; in the data active = inhibition above about 32%;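 note: 0% = median of test compound wells and 100% = reference inhibitor wells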
MITF inh: blocks human microphthalmia-associated transcription factor; O75030; AlphaScreen MITF homodimerization, bead proximity signal; inhibition, % at 2.6 µM; 0.91% of 650,000 active; AID 1259374; in the data active = inhibition above about 50%;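 note: 0% = vehicle wells with protein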
GPR151 activ: activates the human receptor GPR151 | Q8TDV0 | PathHunter beta-arrestin GPR151 cells, luminescence | activation, % at 11.2 µM | 1% of 650,000 active | AID 1508602; in the data active = activation above about 4.9%;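 note: 0% = median of compound wells and 100% = cells with positive control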
Target sequence (Q8TDV0 whole entry, looked up): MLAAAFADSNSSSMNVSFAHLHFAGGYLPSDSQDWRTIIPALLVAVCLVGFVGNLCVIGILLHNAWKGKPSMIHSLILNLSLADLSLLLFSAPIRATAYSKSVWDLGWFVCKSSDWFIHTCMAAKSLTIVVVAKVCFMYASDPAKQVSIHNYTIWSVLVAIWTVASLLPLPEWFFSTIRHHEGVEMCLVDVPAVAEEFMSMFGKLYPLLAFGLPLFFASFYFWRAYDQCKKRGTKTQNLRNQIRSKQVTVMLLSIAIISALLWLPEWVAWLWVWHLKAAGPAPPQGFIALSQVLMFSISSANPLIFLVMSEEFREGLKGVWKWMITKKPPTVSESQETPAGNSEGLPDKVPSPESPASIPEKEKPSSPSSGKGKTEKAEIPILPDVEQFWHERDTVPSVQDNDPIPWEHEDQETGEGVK
* hit, by the source's call.

SMILES | FBW7 activator | TEAD-YAP inh | MITF inh | GPR151 activ
CC1CC(C)CN(C(=O)C2CCN(S(=O)(=O)N3CCOCC3)CC2)C1 (stereo not given) | -0.1 | 2 | 3 | -0.3
C=CCOC(=O)COc1ccc2c3c(c(=O)oc2c1)CCC3 | 0.3 | -3 | -2 | 1.3
CC1CCC(NC(=O)CN2C(=O)C3CCCN3c3ncc(Cl)cc32)CC1 (stereo not given) | 0.1 | -7 | -42 | 0.6
CNC(=O)/C(C#N)=C/c1c(Oc2cc(C)cc(C)c2)nc2c(C)cccn2c1=O | -0.1 | 16 | 4 | -1.7
CC(=O)Nc1ccc(-c2csc(NC(=O)COc3ccccc3)n2)cc1 | 0.0 | -6 | 9 | 0.2
Cc1c(C(=O)O)oc2c1C(O)CC(C)(C)C2 (stereo not given) | -0.1 | 9 | -2 | 0.2
CCCCS(=O)CC(CS(=O)CCCC)OC(=O)c1ccccc1 (stereo not given) | -0.1 | 8 | -4 | 1.3
COc1ccc(NCCC(=O)N/N=C/c2ccccc2)cc1 | -0.1 | -1 | -8 | 1.5
COc1cccc(NC(=O)CN2CCC(c3nc4ccccc4[nH]3)CC2)c1 | -0.2 | -2 | -3 | 2.9
Cc1ccc(-n2cnc3cc(C(=O)NCc4ccc5c(c4)OCO5)ccc32)c(C)c1 | 0.3 | 0 | 13 | -0.5
COc1ccccc1N1CCN(CC(=O)Nc2sc3c(c2C#N)CCCC3)CC1 | 0.0 | 3 | 5 | -0.1
CC1CN(S(=O)(=O)c2cn(C)c(=O)n(C)c2=O)CC(C)O1 (stereo not given) | 0.6 | 10 | 1 | 1.6
CCOc1ccc(-c2nc3cc(NCc4cc([N+](=O)[O-])cc(Br)c4O)ccc3o2)cc1 | 0.0 | -6 | 14 | -0.8
Cc1nn(CC(O)Cn2c3ccc(Br)cc3c3cc(Br)ccc32)c(C)c1Br (stereo not given) | 0.1 | -38 | 7 | -1.3
Cc1ccc(S(=O)(=O)N2CCC(c3nc(-c4ccccn4)no3)CC2)cc1 | 0.0 | 3 | -8 | -0.1
Cc1cc(C)c2oc(-c3cccc(NC(=O)c4ccc(Br)o4)c3)nc2c1 | 0.0 | 2 | 3 | 0.4
COc1cccc(C2c3c(oc4ccc(F)cc4c3=O)C(=O)N2c2nc(C)c(C)s2)c1 (stereo not given) | 0.1 | -3 | -9 | 0.8
Cc1ccc(Cc2c(C)nc3nc(SCC(=O)Nc4ccc(C)c(Cl)c4)nn3c2C)cc1 | 1.1 | 9 | -12 | -0.9
O=C(N/C(=C\c1ccccc1)C(=O)N1CCCCC1)c1ccco1 | -0.1 | 4 | -2 | 0.9
CC1=C(C#N)C(=O)N(C)C(=O)/C1=C\c1ccc(-c2ccc(C(=O)O)cc2)o1 | -0.2 | 1 | -4 | -1.1
O=C(c1ccco1)c1cn(-c2ccccc2)nc1C(=O)c1nc2ccccc2s1 | -0.2 | 5 | 0 | 0.2
O=C(CN1Cc2ccccc2OC(c2ccsc2)C1)NCc1cccnc1 (stereo not given) | 0.2 | 10 | 7 | -0.3
O=C(O)CCCCCNC(=O)C(F)(F)F | 1.7 | 7 | 14 | -0.8
CCC(O)(CC)C(=O)NN(c1ccccc1)S(=O)(=O)c1ccc([N+](=O)[O-])cc1 | 0.0 | -5 | -2 | -0.1
N#C/C(=C\c1ccccc1)C(=O)Nc1ccc(Cl)cc1[N+](=O)[O-] | 0.1 | 0 | 12 | 1.0
CCN(CC)C(=O)C(C)O/N=C/c1ccccc1O (stereo not given) | 0.0 | 10 | 16 | -0.4
O=C(COC(=O)c1ccc2c(c1)C(=O)N(Cc1cccnc1)C2=O)c1ccccc1 | 0.0 | 13 | 0 | -1.3
CSc1cccc(NC(=O)CSC2=NS(=O)(=O)c3ccccc32)c1 | 0.9 | 2 | 1 | -0.6
COc1ccc(-c2nc(N)ncc2-c2ccc3c(c2)OCCCO3)c(O)c1 | 0.0 | -2 | 0 | -0.5
Cc1cc(C(=O)Nc2c(C)nn(Cc3ccc(F)cc3)c2C)no1 | 0.1 | 1 | 8 | -0.1
O=C(/C=C/c1ccco1)NCc1cccc(CNC(=O)/C=C/c2ccco2)c1 | -0.4 | 4 | 74* | 1.5
CCN(CC)c1cc(Nc2ccc(C)cc2C)c([N+](=O)[O-])c2nonc12 | 0.1 | 1 | 13 | 0.5
C=CCSc1ncccc1C(=O)NCCc1ccccc1 | -0.2 | -10 | -2 | -0.3
CC(C)(C)c1ccc(S(=O)(=O)N2CCCN(Cc3ccccc3)C2)cc1 | 0.0 | 9 | -20 | -0.5
Cc1ccc(S(=O)(=O)NC(=NCC(=O)O)c2ccccc2)cc1 | 0.0 | 1 | 16 | -0.2
Cc1ccc(C(=O)Nc2ccc3ccccc3c2)o1 | -0.1 | -54 | -14 | -1.1
CCCCOc1ccccc1NS(=O)(=O)c1cccc([N+](=O)[O-])c1 | -0.1 | -6 | -12 | 0.8
O=C(O)CCN(CCC(=O)O)c1nnc(SCc2ccccc2)s1 | 0.0 | 1 | 5 | -0.1
Cc1cc(NCc2cccc(C(F)(F)F)c2)nc(-c2cccc(OC(F)(F)F)c2)n1 | 0.0 | -3 | -5 | 0.6
O=C(COc1ccccc1[N+](=O)[O-])Nc1ccccc1C(F)(F)F | -0.1 | 3 | 11 | 0.2
Cc1ccc(-c2[nH]ncc2CN2CCN(C(=O)c3cccs3)CC2)cc1C | -0.1 | 0 | 13 | -0.1
CCOC(=O)c1ccc(N2C(=O)C(Cl)=C(Nc3ccc(C(=O)O)cc3)C2=O)cc1 | 0.6 | 20 | 47 | -0.9
CCC1CCCCN1S(=O)(=O)c1ccc(Cl)c(OC)c1 (stereo not given) | -0.2 | 5 | 2 | 0.5
CCSc1nnc(CNC(=O)c2ccc(C)c(C)c2)n1-c1cccc(C)c1 | 0.3 | 7 | 20 | -0.6
Cn1c(=O)c2c(SCc3cccnc3)nc(C3CCCCC3)nc2n(C)c1=O | 0.2 | 5 | 0 | 1.3
CCOc1ccccc1N1C(=O)c2ccc(C(=O)Nc3cccnc3)cc2C1=O | -0.1 | 2 | 7 | -1.0
Cc1nccn1CC(=O)N/N=C/c1ccc(O)cc1 | 0.3 | 9 | 16 | -0.4
CC1CCCN(C(=O)Cc2ccc(Br)cc2)C1 (stereo not given) | 0.0 | -37 | -4 | -1.0
O=C(CCNS(=O)(=O)c1ccc2[nH]c(=O)ccc2c1)NC1CCCc2ccccc21 (stereo not given) | 0.8 | 4 | -4 | -0.8
Brc1ccc(-c2nn3c(-c4ccccc4)nnc3s2)cc1 | 0.0 | 1 | 13 | 1.0
CCOc1ccc(N2C(=O)/C(=C\c3cc4c(cc3Br)OCO4)S(=O)(=O)C2c2cccc([N+](=O)[O-])c2)cc1 (stereo not given) | 0.0 | 10 | 0 | 0.3
O=C(Nc1ccccc1)C1CC12CCN(C(=O)Cc1ccccc1F)CC2 (stereo not given) | 0.1 | 1 | -4 | 0.2
COc1ccccc1N1CCN(CC(=O)NC2CC3CCC2C3)CC1 (stereo not given) | 0.8 | -9 | 13 | -1.2
CC(=O)c1ccc(NC(=O)c2cccc3c2C(=O)N(Cc2cccnc2)C3)cc1 | 0.1 | 5 | 2 | 0.1
COc1ccc(OC)c(/C=C/C(=O)Nc2ccc(C(=O)OCCC(C)C)cc2)c1 | 0.3 | 0 | 3 | 0.3
CCn1c(C)c2c(C)nnc(C)c2c1C | -0.3 | -7 | 1 | -0.1
COc1ccccc1N1C(=O)NC(=O)/C(=C/c2cccc3ccccc23)C1=O | -0.2 | 8 | -2 | 0.0
Cc1cccc(Nc2nc(N)nc(C3CCCCC3=O)n2)c1 (stereo not given) | -0.1 | -3 | -14 | 0.6
Cn1c(=O)c2sccc2n2c(CCCC(=O)N3CCCC3)nnc12 | -0.3 | -16 | -1 | 0.7
Cc1ccc(NC(=O)COC(=O)c2nc3nc(C)cc(C)n3n2)c(C)c1 | 0.0 | 2 | 13 | -0.8

The list goes on.
SMILES | FBW7 activator | TEAD-YAP inh | MITF inh | GPR151 activ
CCCC(C)C(=O)Nc1cc(C)ccc1C (stereo not given) | 0.1 | 3 | -4 | -0.1
O=C1CN(C(=S)NC(=O)c2ccc(-c3ccccc3)cc2)CCN1 | 0.0 | -8 | 3 | -0.9
O=C(NCC1CCCO1)c1ccc(Oc2ccc([N+](=O)[O-])cc2)cc1 (stereo not given) | 0.1 | -3 | 9 | -1.8
COc1cc(C(C)=O)ccc1Oc1ncnc2c1cnn2-c1cc(Cl)ccc1C | 0.1 | 1 | 8 | -0.6
Cc1c(C(=O)NC(=S)Nc2ccc(-c3nc4ccccc4o3)cc2)oc2ccccc12 | -0.1 | -1 | 7 | -0.3
CCNc1nc(NCc2cccnc2)c2ncn(CCN3CCCC3=O)c2n1 | -0.2 | -6 | 3 | -3.0
O=C(/C=C/c1ccc([N+](=O)[O-])cc1)Nc1ccc(Br)cc1F | 0.2 | -16 | 4 | -0.7
CC(=O)c1c(C)[nH]c(C(=O)OC2CCOC2=O)c1C (stereo not given) | -0.1 | 2 | -7 | -0.6
COc1ccc(S(=O)(=O)N2CCCC(C(=O)Nc3ccc(C(N)=O)cc3)C2)cc1C (stereo not given) | 0.0 | -5 | 2 | 0.9
Cc1cc(C)nc(N2CCC(CNC(=O)c3cccc(F)c3)CC2)n1 | -0.1 | -5 | -4 | 0.0
CCOC(=O)N1CCc2c(sc(NC(=O)/C=C/c3ccc([N+](=O)[O-])cc3)c2C(N)=O)C1 | -0.1 | -2 | 1 | -2.1
CCOC(=O)C1CCCCN1Cc1nc(NCc2cccs2)c2ccccc2n1 (stereo not given) | -0.1 | 9 | 7 | 0.4
O=C(Cc1ccccc1)Nc1cccc2nsnc12 | 0.5 | -14 | -12 | -0.6
CCCCOC(=O)c1cccc(NC(=O)CCCCCN2C(=O)c3ccccc3C2=O)c1 | 0.1 | 8 | -15 | 0.1
O=C1CN(CC(=O)Nc2ccc(Cl)cc2)CCN1 | -0.1 | 3 | 0 | 0.2
Cc1cc(N2C(=O)c3ccc(Oc4ccccc4)cc3C2=O)ccc1Br | 0.1 | -2 | 18 | 0.1
O=C(Oc1ccccc1)c1ccc(COC(=O)c2cnccn2)cc1 | 0.7 | 6 | -24 | -1.3
CS(=O)(=O)c1ccc(N2CCCCC2)c(F)c1 | 0.2 | -17 | 1 | 2.4
COc1ccc(/C=C2\N=C(c3ccc(OC)cc3)OC2=O)cc1 | 0.2 | -1 | 8 | -0.8
N#CCC(=O)Nc1ccc(C(F)(F)F)cc1 | 0.2 | 10 | 11 | -0.9
COc1ccc(/C(C)=N\NC(=O)c2cncc(Br)c2)cc1[N+](=O)[O-] | 0.5 | 5 | 13 | 0.1
COc1cccc(CCNC2CCCN(c3nc(C)c4cc(F)ccc4n3)CC2)c1 (stereo not given) | 0.3 | 8 | -10 | 0.8
N#Cc1cccc(NC(=O)COC(=O)CNC(=O)c2ccco2)c1 | 0.0 | 3 | 1 | 2.3
CCC(=O)N1CCc2nc3ccccn3c(=O)c2C1 | -0.1 | -5 | -5 | -0.8
COCCN(C(=O)CC1C(=O)NCCN1Cc1ccccc1C(F)(F)F)C(C)C (stereo not given) | -0.1 | 5 | 8 | 0.5
COc1ccc(C(=O)OCC(=O)NC(C)C23CC4CC(CC(C4)C2)C3)cc1[N+](=O)[O-] (stereo not given) | 0.2 | -12 | -1 | 2.8
CCOc1ccc(C(=O)Nc2cccc3nsnc23)cc1Br | -0.2 | -7 | 0 | 2.7
CCOc1ccc(CC(=O)NCCc2c(C)[nH]c3c(C)ccc(F)c23)cc1OCC | -0.1 | -3 | 2 | 6.5*
CC(C)CC(=O)N1CCC(C2(CCc3ccccc3)NC(=O)N(CCN(C)C)C2=O)CC1 (stereo not given) | -0.1 | 9 | 3 | -0.8
CCc1nc(C)cc2cc(OC)c(OC)cc12 | -0.4 | -27 | 7 | -0.9
Cc1cc(OCCCCCCNCCO)ccc1Cl | 0.0 | -14 | -3 | -1.9
CCOC(=O)N1CCN(C(=O)c2cnn3c(C(F)(F)F)cc(-c4ccccc4)nc23)CC1 | -0.1 | 11 | -9 | -0.3

Arranged by count of non-hydrogen atoms (ascending): 12 of the compounds above
SMILES | FBW7 activator | TEAD-YAP inh | MITF inh | GPR151 activ
CS(=O)(=O)c1ccc(N2CCCCC2)c(F)c1 | 0.2 | -17 | 1 | 2.4
O=C(Cc1ccccc1)Nc1cccc2nsnc12 | 0.5 | -14 | -12 | -0.6
CC1CN(S(=O)(=O)c2cn(C)c(=O)n(C)c2=O)CC(C)O1 (stereo not given) | 0.6 | 10 | 1 | 1.6
CCOc1ccc(C(=O)Nc2cccc3nsnc23)cc1Br | -0.2 | -7 | 0 | 2.7
CSc1cccc(NC(=O)CSC2=NS(=O)(=O)c3ccccc32)c1 | 0.9 | 2 | 1 | -0.6
CC1CCC(NC(=O)CN2C(=O)C3CCCN3c3ncc(Cl)cc32)CC1 (stereo not given) | 0.1 | -7 | -42 | 0.6
O=C(CN1Cc2ccccc2OC(c2ccsc2)C1)NCc1cccnc1 (stereo not given) | 0.2 | 10 | 7 | -0.3
O=C(/C=C/c1ccco1)NCc1cccc(CNC(=O)/C=C/c2ccco2)c1 | -0.4 | 4 | 74* | 1.5
CCOc1ccccc1N1C(=O)c2ccc(C(=O)Nc3cccnc3)cc2C1=O | -0.1 | 2 | 7 | -1.0
Cc1cc(NCc2cccc(C(F)(F)F)c2)nc(-c2cccc(OC(F)(F)F)c2)n1 | 0.0 | -3 | -5 | 0.6
CCOc1ccc(-c2nc3cc(NCc4cc([N+](=O)[O-])cc(Br)c4O)ccc3o2)cc1 | 0.0 | -6 | 14 | -0.8
Cc1ccc(Cc2c(C)nc3nc(SCC(=O)Nc4ccc(C)c(Cl)c4)nn3c2C)cc1 | 1.1 | 9 | -12 | -0.9
